SRC3 TRFRET art: TR-FRET detection interference compounds, artefact control for PPARgamma SRC-3 recruitment agonists, biochemical, TR-FRET ratio; TR-FRET artefact counter-screen, PPARgamma/SRC-3 format; stronger effect = higher value; TR-FRET ratio at 8 µM; actives 0.39% (n = 99,000); in the data active = TR-FRET ratio above about 2000; also: inactives centre near 1600
SRC1 TRFRET art: TR-FRET detection interference compounds, primary screen, artefact control for PPARgamma SRC-1 recruitment agonists, biochemical, TR-FRET emission ratio | actives 0.34% (n = 99,000) | TR-FRET detection artefact counter-screen; stronger effect = higher value | AID 1051, 2008 | TR-FRET ratio at 8 µM; in the data active = TR-FRET ratio above about 2300; also: inactives centre near 1800
An asterisk follows results filed as active.

Start of the data: the first five compounds, to show the layout:
SMILES | SRC3 TRFRET art | SRC1 TRFRET art
COc1cc(C(=O)Nc2cccc(-c3nc4cc(C)ccc4o3)c2)cc(OC)c1OC | 1742 | 1940
CCCOc1ccc(/C(CC)=N/NC(=O)C2(C)CC2(Br)Br)cc1 (centres undefined) | 1548 | 1684
COc1ccc(S(=O)(=O)NCC2CCCN(C(=O)C3CCCC3)C2)cc1 (centres undefined) | 1283 | 1844
COc1cc(/C=C2/C(=N)N3OC(C)=CC3=NC2=O)ccc1OC(=O)c1ccco1 | 1498 | 1972
COc1cccc(C(=O)C[n+]2ccccc2/C=N/O)c1 | 1485 | 1558

Main list, from the first entry:
SMILES | SRC3 TRFRET art | SRC1 TRFRET art
COc1cc(C(=O)Nc2cccc(-c3nc4cc(C)ccc4o3)c2)cc(OC)c1OC | 1742 | 1940
CCCOc1ccc(/C(CC)=N/NC(=O)C2(C)CC2(Br)Br)cc1 (centres undefined) | 1548 | 1684
COc1ccc(S(=O)(=O)NCC2CCCN(C(=O)C3CCCC3)C2)cc1 (centres undefined) | 1283 | 1844
COc1cc(/C=C2/C(=N)N3OC(C)=CC3=NC2=O)ccc1OC(=O)c1ccco1 | 1498 | 1972
COc1cccc(C(=O)C[n+]2ccccc2/C=N/O)c1 | 1485 | 1558
CCOc1cc(/C=N/n2nnnc2N)ccc1OCc1c(C)no[n+]1[O-] | 1435 | 1886
Cc1ccsc1C1C(C#N)=C(N)N(N(C)C)C2=C1C(=O)CC(C)(C)C2 (centres undefined) | 1401 | 1539
O=C(c1ccc(S(=O)(=O)Cc2ccccc2Cl)c([N+](=O)[O-])c1)N1CCN(c2ccccn2)CC1 | 1570 | 1813
CC[C@H](C)[C@@H]1NC(=O)c2cc([N+](=O)[O-])cc(F)c2OCC[C@@H](C(N)=O)NC(=O)[C@H](CCCCN)NC1=O | 1434 | 1839
O=C(COC(=O)c1cccnc1Cl)Nc1cc(S(=O)(=O)N2CCCCC2)ccc1Cl | 1489 | 1927
CCOc1ccc(/C(O)=C2/C(=O)C(=O)N(CCN(C)C)C2c2ccccc2)cc1Cl (centres undefined) | 1845 | 2086
CCOC(=O)c1c(NC(C)=O)sc2c(O)c(Br)cc(Br)c12 | 1548 | 1722
O=C(CC1Nc2ccccc2NC1=O)Nc1ccccc1 (centres undefined) | 1452 | 1866
CCCCC(CC(O)COCC(C)C)C(=O)NN (centres undefined) | 1329 | 1752
CCOc1ccc(OCC)c(NS(=O)(=O)c2cccc3nsnc23)c1 | 1565 | 1683

Looked up above.
Value of `Cc1ccsc1C1C(C#N)=C(N)N(N(C)C)C2=C1C(=O)CC(C)(C)C2` (centres undefined) under SRC3 TRFRET art: 1401
Value of `O=C(CC1Nc2ccccc2NC1=O)Nc1ccccc1` (centres undefined) under SRC3 TRFRET art: 1452

Next structures:
SMILES | SRC3 TRFRET art | SRC1 TRFRET art
Cc1ccccc1NC(=O)c1ccc(CN(c2ccccc2)S(=O)(=O)c2ccccc2)cc1 | 1331 | 1780
Oc1ccc(N2CCN(C(=S)NCc3ccccc3)CC2)cc1 | 1530 | 1351
O=C(c1ccco1)N1N=C(c2ccc3nccnc3c2)CC1c1ccccc1 (centres undefined) | 1727 | 1958
COc1ccc(NC(=O)C(Cl)=C(Cl)Cl)cn1 | 1667 | 1898
CC(=O)N(Cc1ccccc1)c1nc(-c2ccccc2)cs1 | 1519 | 1830
Cc1ccc(-n2c(CNC(=O)c3cccs3)nnc2SCC(=O)NO)cc1 | 1492 | 1782
O=C1NC(NS(=O)(=O)c2ccccc2)(C(F)(F)F)C(=O)N1c1ccc(F)cc1 (centres undefined) | 1722 | 1672
CCOc1ccc(N(CC(=O)NN=C2CCN(C)CC2)S(C)(=O)=O)cc1 | 1524 | 1815
Cc1cccc(-n2c(-c3csc4ccccc34)n[nH]c2=S)c1 | 1482 | 1753
CC(=O)Nc1ccc(SCC(=O)OCC(=O)NC(=O)NCCC(C)C)cc1 | 1705 | 1953
CCOC(=O)c1ncn2c1C(=O)OC2(C)C | 1675 | 1551
N/C(=N\OC(=O)/C=C/c1ccccc1)c1cccnc1 | 1846 | 1752
CC1(C)CC(NC(=O)COc2ccc([N+](=O)[O-])cc2)CC(C)(C)N1 | 1645 | 1654
N#CC1(NC(=O)COc2ccc3oc4ccccc4c3c2)CCCCC1 | 1642 | 1949
CC(C)(C)NC(=O)C(c1ccc(O)cc1)N(C(=O)CCC(=O)Nc1nccs1)c1ccc(F)cc1 (centres undefined) | 1459 | 1780

Part of the list above in order of SMILES length, lowest first:
SMILES | SRC3 TRFRET art | SRC1 TRFRET art
COc1ccc(NC(=O)C(Cl)=C(Cl)Cl)cn1 | 1667 | 1898
CC(=O)N(Cc1ccccc1)c1nc(-c2ccccc2)cs1 | 1519 | 1830
O=C(c1ccco1)N1N=C(c2ccc3nccnc3c2)CC1c1ccccc1 (centres undefined) | 1727 | 1958
Cc1ccccc1NC(=O)c1ccc(CN(c2ccccc2)S(=O)(=O)c2ccccc2)cc1 | 1331 | 1780

More entries follow.
SMILES | SRC3 TRFRET art | SRC1 TRFRET art
O=C(CSc1nnc(CNc2ccc(Cl)cc2)n1Cc1ccccc1)NCc1ccco1 | 1333 | 1714
Nc1nonc1-n1nnc(C(=O)N/N=C/c2cc(Br)ccc2O)c1CSC1=NCCS1 | 1860 | 2080
CC(C)c1ccc(/C=C2\NC(=S)N(Cc3cccnc3)C2=O)cc1 | 1568 | 1689
O=C(Cc1ccc(F)cc1)N1CCN=C1SCc1ccc([N+](=O)[O-])cc1 | 1376 | 1692
Cc1cc(-n2c(SCc3ccccc3F)nc3n[nH]c(C)c3c2=N)ccc1Cl | 1559 | 1833
Cc1nc2[nH]c(=S)n(C)c(=O)c2nc1C | 1642 | 1706
CSc1oc(-c2ccco2)nc1S(=O)(=O)c1ccc(F)cc1 | 1860 | 1861
COc1ccc2c(c1)OC1(C)CC2C(C(=O)c2ccccc2OC)C(=O)N1 (centres undefined) | 1616 | 1644
CCCC(C(=O)NC1=NCCS1)c1ccccc1 (centres undefined) | 1695 | 1670
Cc1ccc(CN2CCN(Cc3cc(=O)c4ccccc4[nH]3)CC2CCO)o1 (centres undefined) | 1563 | 1660
O=C(O)c1cccc(NS(=O)(=O)c2ccc(-c3ccc(S(=O)(=O)Nc4cccc(C(=O)O)c4)cc3)cc2)c1 | 1570 | 2114
O=C1[C@@H]2Cc3c([nH]c4ccccc34)[C@@H](c3ccccc3)N2C(=O)[C@@H]2Cc3c([nH]c4ccccc34)[C@@H](c3ccccc3)N12 | 1513 | 1573
CC(C)(C)N(Cc1ccccc1)C(=O)COC(=O)Cn1cnc2ccccc2c1=O | 1644 | 1796
COc1cc(N(C(=O)Cc2cccs2)C(C(=O)NC2CCCCC2)c2cccc(OC)c2OC)ccc1-n1cnnn1 (centres undefined) | 1651 | 1850
Cc1cc(C)n2nc(C(=O)OCC(=O)c3cc(C)n(CC4CCCO4)c3C)nc2n1 (centres undefined) | 1519 | 1384
COc1cccc(CC2(CO)CCCN(Cc3sc(N4CCCC4)nc3Cl)C2)c1 (centres undefined) | 1464 | 1729
CCOC(=O)C1CCN(CC(=O)N(CC(C)C)c2c(N)n(CC(C)C)c(=O)[nH]c2=O)CC1 | 1703 | 1821
CCCCCC1CCC(c2n[nH]c(=S)n2C)CC1 (centres undefined) | 1451 | 1665
Cc1ccc(Sc2ncccc2C(=O)O)cc1 | 1538 | 1872
O=C(COC(=O)C1CCC1)Nc1ccccc1Sc1ccccc1 | 1592 | 1799
O=C(CSCc1ccc(Cl)cc1)N1CCOCC1 | 1502 | 1576
CCOC(=O)N1CCN(C(=O)CSc2ccc(-c3ccc(OC)c(OC)c3)nn2)CC1 | 1570 | 2022
Cc1ccc(NC(=S)N2CCN(Cc3ccccc3)CC2)cc1 | 1583 | 2066
COc1ccc2nc(/N=C/c3c(C)[nH]n(-c4ccc(C)cc4)c3=O)sc2c1 | 1671 | 1565
COc1cc(/C=N/NC(=O)c2cccc([N+](=O)[O-])c2)ccc1O | 1672 | 1821
O=c1c2cc([N+](=O)[O-])ccc2nc(CN2CCN(c3ccccn3)CC2)n1-c1ccccc1F | 1484 | 1771
O=C1CNC(=O)/C(=C/c2cccs2)N1 | 1452 | 1782
OC1(CNCc2cn[nH]c2-c2cc3ccccc3o2)CCCCC1 | 1651 | 1910
Cc1c(NC2=CC(=O)CC(C)(C)C2)c(=O)n(-c2ccccc2)n1C | 1499 | 1719
Cc1cc([N+](=O)[O-])cc2c1-c1ncccc1C2=Nc1ccccc1 | 1674 | 1595
CCOc1ccccc1C(=O)NCC(=O)O | 1474 | 1746
CCOc1ccc(NC(=S)NCCCN2CCN(C3CCCCC3)CC2)cc1 | 1612 | 1781
COc1ccc(-n2c(=O)c3c4c(sc3n(CC(=O)NCC3CCCO3)c2=O)CCCC4)c(OC)c1 (centres undefined) | 1853 | 1947
O=[N+]([O-])c1cccc(-c2cc3cccc[n+]3cc2-c2cccc([N+](=O)[O-])c2)c1 | 1835 | 1851
CCCn1nc(C(=O)N2CCCc3ccccc32)c2ccccc2c1=O | 1300 | 1693
O=C(COC(=O)CCC1CCCC1)Nc1nc2c(F)c(F)c(F)cc2s1 | 1388 | 1637
O=C(Nc1ccc2c(c1)OCO2)N1CCN(Cc2ccco2)CC1 | 1632 | 1994
C=CCn1c(-c2ccc(F)cc2)n[nH]c1=S | 1779 | 2017
O=C(COC(=O)CNC(=O)c1cccc([N+](=O)[O-])c1)Nc1ccccc1OC(F)F | 1495 | 1548
CCOC(=O)N1CCN(C(=O)c2cccn3c(=O)c4c5c(sc4nc23)CCCC5)CC1 | 1618 | 1886
O=C(NC(NC(=S)Nc1ccc(Cl)cc1)C(Cl)(Cl)Cl)c1ccco1 (centres undefined) | 1467 | 1606
COc1cc(/C=C/C(=O)OCC(=O)N2CCC(Cc3ccccc3)CC2)ccc1O | 1783 | 1643
CN1CCN(NC(=O)CN2C(=O)S/C(=C\c3c(Cl)cccc3Cl)C2=O)CC1 | 1509 | 1742
Cc1cccc(N2C(=O)C(CC(=O)Nc3cccc(F)c3)N(CCc3ccncc3)C2=O)c1 (centres undefined) | 1611 | 2090
CCN(CC)C(=O)c1[nH]cnc1C(=O)N[C@@H](CC(C)C)C(=O)OC(C)(C)C | 1564 | 1782
O=C(Cc1nnc(NC(=O)Nc2ccc(F)cc2)s1)Nc1ccccc1 | 1572 | 1880
Cc1nc2ccc(NC(=S)N3CCCC3)cc2nc1C | 1547 | 1581
COCCOc1cc(N(CC(=O)N(C)C)S(=O)(=O)c2ccccc2)c(Cl)cc1Cl | 1702 | 2040
Cc1ccc(/C=C/C(=O)Nc2nnc(SCc3ccc(C#N)cc3)s2)o1 | 1353 | 2023
CC1(C)CC(=O)C(C(=S)Nc2ccc(F)cc2)=C(NCCN2CCOCC2)C1 | 1693 | 1820
COc1cccc(Cn2cc(C(=O)NCCN(C)C)nn2)c1 | 1544 | 1888
Cc1ccc(-n2cc[nH]c2=S)cc1C | 1721 | 1947
N#Cc1cccc(NC(=O)COC(=O)c2ccccc2Sc2ccccc2C#N)c1 | 2131* | 1775
CCOC(=O)C1C2C=CC3(CN(Cc4ccccc4)C(=O)C13)O2 (centres undefined) | 1318 | 1661
CN1C(=O)CC(C(=O)Nc2ccccc2F)SC1=Nc1ccc2c(c1)OCO2 (centres undefined) | 1632 | 1918
O=C(CCS(=O)(=O)c1ccccc1)N1CCOCC1 | 1536 | 1851
CC(C)CCOc1ccc(/C=C2\CCn3c2nc2cc(C(=O)O)ccc2c3=O)cc1 | 1491 | 1822
CC1CCc2c(sc3nc(CN4CCN(S(=O)(=O)c5ccccc5[N+](=O)[O-])CC4)[nH]c(=O)c23)C1 (centres undefined) | 1544 | 1756
COc1cccc(C(=O)CC(=O)C(=O)Nc2cc(Cl)c(OC)cc2OC)c1 | 1883 | 1958
O=C(COC(=O)CCSc1ccccc1)NCc1ccc(F)cc1 | 1613 | 2044

Next results.
SMILES | SRC3 TRFRET art | SRC1 TRFRET art
O=S(=O)(c1ccccc1)c1nc(-c2ccco2)oc1Nc1ccccc1 | 1626 | 1863
Cc1ccc(-c2cc(C(=O)Nc3c(C)n(C)n(-c4ccccc4)c3=O)no2)cc1 | 1383 | 1822
COc1ccc(-n2c(C)cc(-c3csc(NC(=O)c4ccc(S(=O)(=O)N(C)C)cc4)n3)c2C)cc1 | 1534 | 1602
NNC(=O)c1cccc(O)c1 | 1574 | 1958
O=C(CS(=O)(=O)Cc1ccccc1)NCc1ccco1 | 1578 | 2083
CCCSc1nc2c3c(sc2c(=O)[nH]1)CC(C)(CC)OC3 (centres undefined) | 1553 | 1917
CC(C)NC(=O)CSc1nc(N)c(NC(=O)c2ccccc2F)c(=O)[nH]1 | 1702 | 1772
Cc1ccc(S(=O)(=O)N2CCN(CC(=O)Nc3ccc(N4CCOCC4)cc3)CC2)cc1C | 1361 | 1702
CC(C)(C)c1ccc(S(=O)(=O)N2CCC(CO)(CC3CCCCO3)CC2)cc1 (centres undefined) | 1235 | 1620
N/C(Cc1ccc([N+](=O)[O-])cc1)=N\OC(=O)CC1CCCCC1 | 1550 | 1459
CCn1cc(C(=O)N(CCC(C)C)c2c(N)n(Cc3ccccc3)c(=O)[nH]c2=O)c(=O)c2ccc(C)nc21 | 1495 | 1779
COc1ccc(N2CC(C(=O)N/N=C/c3cccs3)CC2=O)cc1 (centres undefined) | 1660 | 1904
Cc1ccc(OCc2cn3cccnc3n2)cc1 | 1513 | 1771
O=C(Nc1ncc2c(n1)-c1ccccc1OC2)c1ccc(F)cc1 | 1581 | 1482
Cc1cc(CNC(=O)c2cccc([N+](=O)[O-])c2C)c2ccccc2n1 | 1413 | 1770
CCOc1ccc(NC(=O)CN2C(=O)S/C(=C/c3cccn3C)C2=O)cc1 | 1508 | 1747

Some of the compounds tested (hit frequency here may not be typical).
